Source: PubChem BioAssay (Broad Institute)
EWS-Fli inh: blocks EWS/Fli oncoprotein-driven transcription; A673 NR0B1-luciferase reporter, viability-normalised; inhibition, % at 12.6 µM; actives 0.67% (n = 350,000); AID 651661;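 active means mean inhibition of at least 50% after viability correction, with every replicate also passing that limit; inconclusive means mean reaches 50% but only one of two replicates passes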;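 further: firefly luciferase signal divided by Alamar Blue viability fluorescence both relative to DMSO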
ERp5 inh: blocks human ERp5 reductase activity on insulin. ERp5 insulin aggregation, absorbance 650 nm, 90 min. inhibition, % at 9.99 µM. actives 0.05% (n = 350,000). Q15084;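 active means mean replicate inhibition above about 25%, with every replicate also reaching it, limit read from the data, passing the limit was not always enough; inconclusive means only one of those two criteria met; inactive means neither criterion met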
Target sequence (Q15084 whole entry, looked up): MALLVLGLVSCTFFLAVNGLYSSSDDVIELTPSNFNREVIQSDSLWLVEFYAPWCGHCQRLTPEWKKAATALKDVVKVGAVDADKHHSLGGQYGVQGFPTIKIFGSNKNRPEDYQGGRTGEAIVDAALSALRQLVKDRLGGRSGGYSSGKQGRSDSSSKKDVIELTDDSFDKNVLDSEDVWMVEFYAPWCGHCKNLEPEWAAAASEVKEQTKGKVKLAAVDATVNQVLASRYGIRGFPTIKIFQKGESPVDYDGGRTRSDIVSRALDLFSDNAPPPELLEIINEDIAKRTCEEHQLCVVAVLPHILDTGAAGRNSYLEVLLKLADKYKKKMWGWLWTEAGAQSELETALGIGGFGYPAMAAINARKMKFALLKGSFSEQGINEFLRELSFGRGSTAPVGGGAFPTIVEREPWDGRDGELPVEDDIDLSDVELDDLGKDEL
ARNT TACC3 PPI: disruptors of human ARNT/TACC3 interaction. actives 0.66% (n = 390,000). inhibition, % at 9.99 µM. AlphaScreen His-ARNT PAS-B/GST-TACC3 binding, luminescence; TACC3 fragment carries E629A point mutation. Q9Y6A5;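 active means mean inhibition of replicates at least 50% and at least half of replicates each reaching 50%; inconclusive means half or more replicates reach 50% but mean below 50%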;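 further: 0% = complete ARNT plus TACC3 wells and 100% = ARNT alone without TACC3; many hits fall short of the cut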
PAX8 reporter: PAX8 transcriptional activity inhibition; RMG-I TPO-luciferase reporter, SteadyGlo, 24 h; actives 1.2% (n = 360,000); inhibition, % at 12.6 µM; AID 652154;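 active means mean replicate inhibition at least 60% with every replicate also reaching 60%; inconclusive means only one of the two criteria is met; inactive means mean below 60% and not all replicates reaching 60%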;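 further: luciferase light reporting Pax8 driven TPO promoter activity; plate controls were median of neutral control wells for no effect and mitoxantrone controls for full effect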
XiGFP reactiv: X-chromosome reactivation activator | XiGFP mouse fibroblasts, % GFP-positive cells imaging, 3 d; cells co-treated with 5-aza-dC sensitizer; scaled so ellipticine positive control = 100% | activation, % at 7.58 µM | actives 0.055% (n = 360,000) | AID 743238;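 active means mean normalized replicate activation at least 10% and every replicate at or above 10%; inconclusive means only one of the two criteria met; inactive means mean below 10% and not all replicates reach 10%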;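 further: 0% = median of on-plate neutral control wells and 100% = ellipticine 6 µM median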
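System: SV40-immortalized XiGFP fibroblast cells, line 68-5-11 / Incubation: 3-day compound exposure, then 15 min fixation at room temperature / Compound: single concentration per compound, delivered by pin transfer / Buffer or medium: DMEM plus 5-aza-dC sensitizer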
DENV2 CPE: inhibitors of DENV2 cytopathic effect; CPE inhibition, % at 9.99 µM; DENV2-infected cells, cytopathic effect rescue, plate reader; actives 1.7% (n = 350,000); in the data active means CPE inhibition above about 20%, passing the limit was not always enough; inconclusive means no clear call, values can overlap the other calls; tested in BHK-21 cells;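 further: 0% = median of neutral control wells and 100% = median of positive control wells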
F508del corr: CFTR F508del correction in bronchial cells | CFBE cells, YFP halide quenching; stimulated with forskolin plus potentiator P3; % fluorescence drop versus neutral controls | activity (quench increase), % at 7.58 µM | actives 0.36% (n = 350,000) | AID 720511;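 active means mean added fluorescence quench of at least 8% versus neutral control, with both replicates also reaching 8%; inconclusive means only one of the mean or replicate conditions met; inactive means mean below 8% and not both replicates reaching 8%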;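 further: cells transiently co-express mutant CFTR-F508del with the halide-sensitive YFP; corrector assay measuring rescue of mutant channel to the surface after 24 h compound exposure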
GSIS activator: primary screen for activators of insulin secretion dependent on glucose, INS-1E cells, GLuc reporter luminescence | INS-1E GLuc reporter insulin secretion, 2-3 h | actives 0.61% (n = 370,000) | activation, % at 16.6 µM;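 active means lowest replicate activation of at least 40%, so every replicate reaches that level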;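 further: 0% = median of neutral control wells and 100% = median of IBMX positive control wells; some compounds called inactive have numbers as strong as hits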
Starred values were filed as active, the others as inactive; u = inconclusive; x = no result given; & = joins results of further samples.

Below each compound – PAX8 reporter, GSIS activator, EWS-Fli inh, DENV2 CPE, ARNT TACC3 PPI, F508del corr, XiGFP reactiv, ERp5 inh
- COc1ccc(Br)cc1CNCC1CCCO1 (stereo not drawn)
    -28, 2, -6, 2, 8, -2.4, 0.1, 2
- NNc1nc(-c2ccccc2)c2cc(Cl)ccc2n1
    -12, 36, 10, -5, -4, -1.2, 0.0, -1
- COc1ccc(CCNC(=S)NC2CCN(Cc3ccccc3)CC2)cc1OC
    6, 4, 3, u, 1, -1.5, 0.0, -4
- COC(=O)c1c(NC(C)=O)sc(C(=O)Nc2ccccc2OC)c1C
    21, 6, 6, 0, -3, -2.1, 0.0, 1
- CCc1ccc(NC(=S)Nc2ccc3cn[nH]c3c2)cc1
    46, -5, -46, 0, 2, -1.6, 0.0, -4
- Cc1ccc(C)c(S(=O)(=O)N2CCCC2CNC(=O)c2ccc([N+](=O)[O-])cc2)c1 (stereo not drawn)
    12, -27, 11, -1, 1, -4.8, 0.1, -1
- C=C1CCN(c2ccc(C(=O)NCCC)cc2[N+](=O)[O-])CC1
    -70, -18, -41, -4, 5, -1.2, -0.1, 0
- O=[N+]([O-])c1ccc(COn2nnc3ccccc32)cc1
    -54, 0, -24, -3, -3, -1.3, 0.0, 19
- CCCCn1c(N)c(N(CCOC)C(=O)COc2ccc(OCC)cc2)c(=O)[nH]c1=O
    -3, 11, 4, -15, 5, 1.9, 1.0, 3
- CC(C)CN1CCN=C1Nc1ccccc1
    -9, 6, -3, -4, -3, 1.7, 0.3, -4
- CCSc1nc2sc3c(c2c(=O)n1-c1ccccc1)CCN(C(C)C)C3
    -18, 10, 7, 4, -14, -3.4, 0.2, 1
- CCOC(CNC(=O)C1CCN(S(=O)(=O)c2ccc3nc4c(c(C(=O)O)c3c2)CC(C)CC4)CC1)OCC (stereo not drawn)
    17, -3, x, -6, 1, -3.7, 0.0, -3
- COC(=O)C1(C)COP(=O)(Nc2ccc(OC)cc2)OC1 (stereo not drawn)
    -15, 6, -3, u, x, 2.2, 0.3, 1
- CC(NC(=O)c1cc(S(=O)(=O)N2CCOCC2)ccc1F)c1ccc(-n2ccnc2)cc1 (stereo not drawn)
    13, -5, 6, -1, x, 11*, 0.0, -3
- C[C@@H]1CN([C@@H](C)CO)C(=O)c2c(c3ccccc3n2C)-c2ccccc2CO[C@H]1CN(C)S(=O)(=O)c1ccc(C#N)cc1
    23, -2&-1, 7, u, x, -5.0, -0.1&-0.6, 3
- CCOC(=O)C(Cc1ccccc1)NC(=O)CCc1nnc2ccc(N3CCCC3)nn12 (stereo not drawn)
    11, -7, 8, -2, -4, 1.9, 0.0, 6
- CCC(O)(CC)C(=O)N(Nc1ccc(C)cc1)c1ccc(C)cc1
    5, -14, -1, 0, -29, -1.9, 0.0, 3
- Cc1ccc(Cn2c(C3CCCN3c3nc(C)cs3)nc3cc(C(=O)NCCCO)ccc32)cc1 (stereo not drawn)
    -3, 19, -16, 7, -7, -1.5, -0.1, 2
- CN1CCN(c2nc(-c3cccs3)nc3ccccc23)CC1
    -11, 31, -7, 0, 9, x, 0.0, -1
- COCC(=O)N1CC(=O)N2[C@H](CO)[C@H](c3ccc(C#CC4CCCC4)cc3)[C@@H]2C1
    x, -17, 7, -2, x, 2.2, 0.2, -1
- COc1ccc(NC(=O)c2nc[nH]c2C(=O)N[C@@H](CC(C)C)C(=O)OC(C)(C)C)cc1
    10, -58, 1, u, x, 1.5, 0.3, -13
- O=C(Nc1ccc(C(=O)N2CCCCC2)cc1)C1=CSCCO1
    -45, -10, -20, -3, -1, 4.0, 0.0, 5
- COc1ccc(CC2(C)OC(c3ccncc3)=NN2C(C)=O)cc1 (stereo not drawn)
    -4, 7, 3, x, 11, -2.2, 1.0, -1
- O=C(Cc1ccccc1)NCC(=O)OCC(=O)c1ccc(Cl)c([N+](=O)[O-])c1
    2, 14, x, x, -3, x, 0.0, x
- CCC(=O)Nc1nnc(S(=O)(=O)N2CCCCCC2)s1
    2, x, 4, -1, 10, -5.8, 0.3, 3
- COc1ccc(NC(=O)C[C@H]2C(=O)N(C3CCCCC3)C[C@@H]2c2ccccc2)cc1
    -1, -25, -1, 15, x, -0.6, 0.0, -10
- COC(=O)c1cnc(SCC(=O)c2ccccc2)n1C
    -153, 8, -37, -6, -2, -0.6, -0.1, -9
- CCc1nc2c(OCCOC)cccn2c1N(C)C(=O)c1ccco1
    10, x, 1, -4, x, 0.2, 0.0, 2
- C/C=C/c1ccc2c(c1)O[C@H](CNC)[C@@H](C)CN([C@H](C)CO)S2(=O)=O
    -24, 8, -4, x, x, -3.4, 0.1, x
- CCO[C@@H]1OC(C(=O)N2CCN(Cc3ccc4c(c3)OCO4)CC2)=C[C@H](c2ccc(C(F)(F)F)cc2)[C@H]1CCCO
    -4, -32, 2, 19, 4, 4.4, 0.1, 4

Copied from the results shown (nine entries):
Below each compound – PAX8 reporter, GSIS activator, EWS-Fli inh, DENV2 CPE, ARNT TACC3 PPI, F508del corr, XiGFP reactiv, ERp5 inh
- COc1ccc(Br)cc1CNCC1CCCO1 (stereo not drawn)
    -28, 2, -6, 2, 8, -2.4, 0.1, 2
- NNc1nc(-c2ccccc2)c2cc(Cl)ccc2n1
    -12, 36, 10, -5, -4, -1.2, 0.0, -1
- COc1ccc(CCNC(=S)NC2CCN(Cc3ccccc3)CC2)cc1OC
    6, 4, 3, u, 1, -1.5, 0.0, -4
- COC(=O)c1c(NC(C)=O)sc(C(=O)Nc2ccccc2OC)c1C
    21, 6, 6, 0, -3, -2.1, 0.0, 1
- CCc1ccc(NC(=S)Nc2ccc3cn[nH]c3c2)cc1
    46, -5, -46, 0, 2, -1.6, 0.0, -4
- Cc1ccc(C)c(S(=O)(=O)N2CCCC2CNC(=O)c2ccc([N+](=O)[O-])cc2)c1 (stereo not drawn)
    12, -27, 11, -1, 1, -4.8, 0.1, -1
- C=C1CCN(c2ccc(C(=O)NCCC)cc2[N+](=O)[O-])CC1
    -70, -18, -41, -4, 5, -1.2, -0.1, 0
- O=[N+]([O-])c1ccc(COn2nnc3ccccc32)cc1
    -54, 0, -24, -3, -3, -1.3, 0.0, 19
- CCCCn1c(N)c(N(CCOC)C(=O)COc2ccc(OCC)cc2)c(=O)[nH]c1=O
    -3, 11, 4, -15, 5, 1.9, 1.0, 3

The main list resumes with the two entries that preceded the break.
Below each compound – PAX8 reporter, GSIS activator, EWS-Fli inh, DENV2 CPE, ARNT TACC3 PPI, F508del corr, XiGFP reactiv, ERp5 inh
- C/C=C/c1ccc2c(c1)O[C@H](CNC)[C@@H](C)CN([C@H](C)CO)S2(=O)=O
    -24, 8, -4, x, x, -3.4, 0.1, x
- CCO[C@@H]1OC(C(=O)N2CCN(Cc3ccc4c(c3)OCO4)CC2)=C[C@H](c2ccc(C(F)(F)F)cc2)[C@H]1CCCO
    -4, -32, 2, 19, 4, 4.4, 0.1, 4
- Cc1cc([N+](=O)[O-])nn1CC(=O)N/N=C/c1ccc(O)cc1O
    15, 16, 9, 2, 71*, 6.4, 0.6, 0
- COc1ccc(CN(C)C[C@H]2OCCCC[C@@H](C)Oc3ccc(NS(=O)(=O)c4ccc(Cl)cc4)cc3C(=O)N([C@@H](C)CO)C[C@@H]2C)cc1
    19, -28, 10, u, 4, -3.4, 0.0, -1
- O=C(Nc1ccccc1C(F)(F)F)c1ccsc1
    -4, -4, -7, 10, -7, 4.6, 0.1, 5
- O=C(Nc1ccc2c(c1)OCCO2)c1ccco1
    x, -5, -14, -3, -8, 3.8, x, 8
- Cc1ccc(SCC(=O)OC(C)C(=O)Nc2ccc(S(N)(=O)=O)cc2)cc1C (stereo not drawn)
    -11, 3, 2, -14, x, 0.6, 1.1, -1
- C[C@@H]1CN([C@H](C)CO)S(=O)(=O)c2ccc(-c3cccnc3)cc2O[C@@H]1CN(C)C(=O)c1ccc2c(c1)OCO2
    -4, 6, 0, -4, -2, -0.1, -1.1, 2
- C[C@@H]1CN([C@H](C)CO)C(=O)Cc2cc(NC(=O)Nc3cccc4ccccc34)ccc2O[C@@H]1CN(C)S(=O)(=O)c1ccccc1
    7, 8, -8, -2, x, 0.9, -0.4, 7
- CCNC(=O)C[C@@H]1C=C[C@H](NC(=O)C2CC2)[C@@H](CO)O1
    -4, -3, 2, 3, 3, 1.1, 0.5, 2
- COC(=O)c1ccc2c(=O)n3c(nc2c1)SCC(c1ccccc1)=N3
    -3, x, -3, -8, -2, 5.7, 0.0, 2
- CN(C)C1=NCCN1CCC1CCCCC1
    -12, 26, -9, -11, -3, -2.7, 0.2, 0
- Cc1noc(C)c1NC(=O)Nc1ccc2c(c1)C(=O)N([C@@H](C)CO)C[C@H](C)[C@@H](CN(C)C(=O)Nc1ccc(F)cc1)OCCCC[C@@H](C)O2
    -49, -6, -7, -6, 7, 1.3, -0.1, 0
- O=C(Nc1cccc(O)c1)c1cc(-c2ccccc2Cl)on1
    -6, -24, u, -1, -7, 0.1, 0.0, -4
- COc1ccc2[nH]c3c(c2c1)[C@@H]1CCN2C(=O)CCC[C@H](C3)[C@H]12
    -1, x, -8, -18, 1, -2.1, 0.0, 10
- O=c1nc(-c2ccccc2)c2cc(SC(F)F)ccc2[nH]1
    21, -4, 4, -3, -4, 2.0, 0.1, 3
- CC(C)NC(=O)N(C)C[C@H]1Oc2ccc(NC(=O)Nc3cccc4ccccc34)cc2C(=O)N([C@@H](C)CO)C[C@@H]1C
    10, 4, -6, 6, -1, 0.0, -0.1, 4
- CCCCOCCCNC(=O)C[C@@H]1C[C@@]2(C(=O)OC)CCCCC=C2N(CCc2ccc(OC)c(OC)c2)C1=O
    19, -24, 6, 4, x, 1.1, x, -1
- Cc1ccc(NC(=S)NNC(=O)c2ccc(N3CCOCC3)c([N+](=O)[O-])c2)cc1Cl
    11, -6, x, x, 7, x, 0.0, x
- COc1cccc2c1cc1c(=O)n(CC(=O)N3CCN(c4cccc(C)c4C)CC3)nc(C)n12
    -13, -36, -5, 4, 4, -2.5, 0.0, 1
- C/C(=N\NC(=S)NC(C)C)c1ccc2c(c1)OCCO2
    3, -3, 1, -3, 10, x, 0.4, -5
- CCCCn1c(CNC(=O)c2cccs2)nc2ccccc21
    5, -5, 2, -1, -8, 2.2, 0.1, 2
- CCOC(=O)C1=C(C)N=c2s/c(=C\c3ccc(OCC(=O)O)cc3)c(=O)n2C1c1ccccc1OC (stereo not drawn)
    10, -34, 1, -1, 9, 0.1, -0.1, -2
- O=C(/C=C/c1ccc2c(c1)OCO2)NCCS(=O)(=O)N1CCN(c2ccc(F)cc2)CC1
    9, 8, 10, -8, 1, 2.7, 0.0, -6
- O=C(C[C@H]1CC[C@@H]2[C@H](COC[C@H](O)CN2CCc2ccccc2)O1)NCc1ccc(Oc2ccccc2)cc1
    16, -14, 14, -21, 4, -1.0, 0.2, 5
- O=C(NNS(=O)(=O)c1ccccc1[N+](=O)[O-])c1cccc([N+](=O)[O-])c1
    32, -11, 13, -5, 0, -0.5, -0.1, -5
- O=C(CCn1nc(-c2ccc(Cl)cc2)c2ccccc2c1=O)Nc1cccnc1
    21, -1, 5, -7, -4, 1.3, 0.0, 1
- OC(c1ccccc1)C1CN(Cc2ccccc2)CCC1(O)c1ccccc1 (stereo not drawn)
    x, 21, 4, 5, 28, 2.3, x, 6
